PV pol inh: poliovirus RNA polymerase inhibition. poliovirus polymerase elongation, fluorescence polarization; active compounds read low. % elongation, % (compound at 16.7 µg/mL). 150,000 compounds, 0.66% hits; in the data active means % elongation below about 90%; further: some results filed as inactive read as strong as hits
Target sequence (P03300 1749-2209 limits assumed): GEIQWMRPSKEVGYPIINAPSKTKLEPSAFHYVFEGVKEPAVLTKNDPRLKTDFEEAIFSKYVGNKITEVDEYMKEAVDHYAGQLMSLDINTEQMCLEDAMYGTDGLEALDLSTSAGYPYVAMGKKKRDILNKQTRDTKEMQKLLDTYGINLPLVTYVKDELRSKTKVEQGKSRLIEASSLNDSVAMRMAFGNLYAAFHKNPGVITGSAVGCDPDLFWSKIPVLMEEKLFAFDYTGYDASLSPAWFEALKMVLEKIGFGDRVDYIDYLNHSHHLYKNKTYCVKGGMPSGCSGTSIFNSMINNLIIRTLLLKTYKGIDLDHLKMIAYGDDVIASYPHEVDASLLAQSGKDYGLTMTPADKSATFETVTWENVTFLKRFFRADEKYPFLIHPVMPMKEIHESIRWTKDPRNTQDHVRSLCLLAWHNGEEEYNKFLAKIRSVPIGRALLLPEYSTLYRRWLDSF
PV pol inh FP z-score: further read-out of PV pol inh, marked with its call; z-score; measured here: FP z-score; hits read low
The depositor's hits bear a star. Only part of the results is shown; count on the stated rates, not on these rows.

Values run as follows: PV pol inh FP z-score, PV pol inh
CC1(C)S[C@@H]2[C@H](NC(=O)C3(N)CCCCC3)C(=O)N2[C@H]1C(=O)O
    0.9, 101.0
CCCNC(=O)NC1CCCCCCC1
    2.4, 107.0
Cc1ccccc1Nc1cc(C(=O)NCc2ccccc2)c2ccccc2n1
    -0.8, 100.0
CC(C)COC(=O)NCc1ccc2c(c1)OCO2
    0.2, 105.0
COc1ccc(OC)c(C2=NS(=O)(=O)N(C)C(C(=O)Nc3ccc(C(C)=O)cc3)=C2)c1
    0.1, 110.0
CCN(c1ccccc1C)S(=O)(=O)c1ccc(C)cc1
    -0.4, 101.0
CC1(C)CC(=O)C=C(Nc2ccccc2NC(=O)c2cnccn2)C1
    0.6, 104.0
COc1ccc(C2=NS(=O)(=O)N(C)C(C(=O)N3CCCCC3)=C2)cc1
    -0.9, 100.0
CCOc1cc(Cl)c(S(=O)(=O)n2ccnc2CC)cc1Cl
    0, 102.0
COc1cc2oc(=O)c3c(c2cc1Cl)CCCC3
    0.5, 106.0
CCc1nnc(SCC(=O)Nc2ccc(F)cc2F)c2cc3sc(C)cc3n12
    -1.9, 97.0
Cc1ccccc1CN1CCN(C(C)C)CC1
    0.2, 103.0
Cc1ccccc1-c1nc2scc(-c3cccs3)c2c(=O)o1
    -0.8, 100.0
CCCCN(C)CC(O)Cn1cc(/C=C/C(=O)c2ccc(OC)c(OC)c2)c2ccccc21 (stereo unspecified)
    -0.1, 106.0
Cc1cc(-n2c(C)nc3ccccc3c2=O)ccc1NC(=O)c1ccc(C)c([N+](=O)[O-])c1
    -1.6, 100.0
COC(=O)C12CC3(C)CC(C)(C1)CC(C(=O)OC)(C3)C2
    1.8, 105.0
CCc1ccc(Oc2c(C(F)(F)F)oc3c(CN(C)C)c(O)ccc3c2=O)cc1
    0, 101.0
Cn1c(C(=O)Nc2cccc(Cl)c2)cc2c(=O)n(C)c3ccccc3c21
    0.3, 106.0
Cc1nn(CC(=O)NCc2ccco2)c(=O)c2cc3ccccc3n12
    0.6, 110.0
CC(C)c1ccc(S(=O)(=O)NCCOC23CC4CC(CC(C4)C2)C3)cc1
    0.3, 107.0
COc1ccc(N2CCN(C(=O)C(C)n3c(=O)cc(C(F)(F)F)c4c(C)nn(C)c43)CC2)cc1 (stereo unspecified)
    0.1, 106.0
Cc1nc2c(c(C)nn2C)c(C)c1CCC(=O)NC1CCCCC1
    0, 102.0
CCc1nnc(NC(=O)C2CCCN2C(=O)Nc2ccccc2)s1 (stereo unspecified)
    -0.9, 100.0
COc1ccc(N2CCN(S(=O)(=O)c3ccc(-c4cc(C(F)(F)F)on4)s3)CC2)cc1
    -1.5, 100.0
O=C(c1cc(Cl)c(O)c(Cl)c1)N1CCc2ccccc2C1
    -0.8, 98.0
CCCc1cc(=O)n2[nH]cnc2n1
    -0.5, 101.0
CC(=O)Nc1sc2c(c1C#N)CCN(C(C)=O)C2
    0, 102.0
Cc1cc(=O)oc2cc(OC3OC(CO)C(O)C(O)C3O)ccc12 (stereo unspecified)
    0.2, 103.0
CCC(=O)Oc1ccc(C(=O)Nc2cc(C(=O)O)cc(C(=O)O)c2)cc1
    0.3, 102.0
CCOC(=O)c1cc(-c2ccc(S(=O)(=O)Nc3cccc(SC)c3)s2)on1
    0, 101.0

Looked up by structure from the list above:
Values run as follows: PV pol inh FP z-score, PV pol inh
CCCCN(C)CC(O)Cn1cc(/C=C/C(=O)c2ccc(OC)c(OC)c2)c2ccccc21 (stereo unspecified)
    -0.1, 106.0
CCc1nnc(NC(=O)C2CCCN2C(=O)Nc2ccccc2)s1 (stereo unspecified)
    -0.9, 100.0

The listing continues.
Values run as follows: PV pol inh FP z-score, PV pol inh
CCCN1CCN(CCNC(=O)Nc2ccc(OC)c(OC)c2)CC1
    0.1, 106.0
Cc1sc2nc(CCl)[nH]c(=O)c2c1C
    -0.4, 98.0
CSc1ccc(NC(=O)N2C3CCC2CC(O)(c2cccnc2)C3)cc1 (stereo unspecified)
    0.3, 103.0
Cc1ccc(C(=O)NC(C)C)cc1
    0.2, 105.0
COc1ccc(OC)c(NS(=O)(=O)c2ccc(Br)s2)c1
    1, 110.0
CSc1ccc(CCNC(=O)C(C)n2sc3ccccc3c2=O)cc1 (stereo unspecified)
    -0.9, 100.0
CCN(CC)C(=O)COc1ccc2c(CC(=O)O)coc2c1
    0.4, 104.0
Cc1ccc(NC(=O)c2cc3c(=O)n(Cc4ccco4)ccc3nc2C)cc1C
    0.6, 109.0
O=C(CSc1nnc(CNC(=O)c2cccs2)o1)Nc1ccccc1
    1.6, 104.0
O=C(O)CCC(C(=O)O)N1C(=O)/C(=C/C=C/c2ccco2)SC1=S (stereo unspecified)
    -3.6*, 89.0*
Cc1ccc(NC(=O)c2oc3ccc(S(=O)(=O)N4CCCC4)cc3c2C)c(C)c1
    0.7, 103.0
Nc1ccc(/C=C\C(=O)O)cc1
    -0.7, 101.0
Cc1ccc(C(=O)Nc2c(C(=O)Nc3ccc(C)c(C)c3)sc3nc(C)cc(C)c23)cc1
    -0.7, 100.0
O=C(CCCn1c(=O)oc2ccccc21)NNc1cccc(C(=O)O)c1
    -0.6, 98.0
COCc1cc(C)nc(SCC(=O)OC(C)C)c1C#N
    0.6, 104.0
CC(C)(C)C1CCCCC1NC(=O)c1ccncc1 (stereo unspecified)
    0.5, 103.0
COC(=O)C(NC(=O)c1ccc(Cl)cc1Cl)C(C)C (stereo unspecified)
    0.4, 102.0
CC1CC(C)CN(C(=O)c2ccc(C(F)(F)F)cc2)C1 (stereo unspecified)
    0.1, 107.0
Cc1noc(C)c1CSCC(=O)O
    0.4, 106.0
CCCN(CCC)S(=O)(=O)c1ccc2c(c1)CCCN2C(C)=O
    -0.2, 102.0
CCCN1C(=O)CN(C2CCCCCC2)C(=O)C1c1ccc(OCC)c(OC)c1 (stereo unspecified)
    -1.4, 101.0
CC(C)(CNC(=O)Nc1ccc(Cl)c(Cl)c1)N1CCOCC1
    -0.2, 103.0
Cc1ccc(C=Nc2ccc(Cl)cc2)o1
    0.6, 102.0
Cc1nn2c(=O)cc(COC(=O)c3ccc(F)cc3)nc2s1
    -0.7, 103.0
Cc1ccc(-n2cnnn2)cc1S(N)(=O)=O
    0.7, 107.0
Cc1ccccc1Cn1c(COc2ccc(Cl)cc2)nc2ccccc21
    1.3, 109.0
Cc1cccc(C(=O)n2nc(-c3cccnc3)nc2NCc2ccc(F)cc2)c1
    -1.6, 99.0
CCN(CC)C(=O)c1sc2c(c1C)c(=O)n(-c1ccccc1)c(=O)n2Cc1cc(=O)n2ccccc2n1
    0.7, 109.0
CCOC(=O)C1=C(CS(=O)(=O)c2ccc(C(C)(C)C)cc2)NC(=O)NC1c1cccc(OC)c1 (stereo unspecified)
    0.1, 106.0
CC(=O)N1CCN(c2ccc(S(=O)(=O)N3CCCCC3)cn2)CC1
    -0.4, 100.0
O=C(C1CCN(c2ccc(-c3cccs3)nn2)CC1)N1CCN(Cc2ccc3c(c2)OCO3)CC1
    -0.4, 100.0
CCOc1ccc(CNC(=O)c2cccc(NC(=O)N3CCSc4ncccc43)c2)cc1
    0.8, 110.0
N#Cc1ccc(OCC(=O)OCC(=O)N2CCCCC2)cc1
    -0.6, 100.0
O=C(CN1CCc2ccccc21)NCc1ccc2c(c1)OCO2
    0.5, 105.0
CCC1C(O)=C(c2ccccn2)C(=N)N1c1ccccc1 (stereo unspecified)
    0.4, 105.0
O=c1[nH]c(CN2CCNCC2)nc2ccccc12
    -0.4, 98.0
COc1ccccc1OC(C)C(=O)O (stereo unspecified)
    -0.7, 100.0
O=S(=O)(/C=C/c1ccccc1)N1CCNCC1
    0, 101.0
COc1cc(Br)cc(CNc2cc(C)on2)c1O
    -0.6, 96.0
N#C/C(=C/c1ccccc1Cl)c1nc2ccccc2c(=O)[nH]1
    0.2, 106.0
C=C(C)CSc1nnc(C)c(=O)[nH]1
    0.4, 104.0
O=C(NC(=S)Nc1ccccc1CO)C1CCCCC1
    -0.2, 100.0
Cc1cc2nc(-c3cccc(NC(=O)c4cccc5ccccc45)c3)oc2cc1C
    0.4, 108.0
CCOC(=O)c1cc(-c2ccccc2)n(CCCC(=O)Nc2ccc(C)cc2Cl)c1C
    -0.1, 103.0
CN(C)S(=O)(=O)c1ccc(C(=O)N2CCC(c3nc4ccccc4o3)CC2)cc1
    0.7, 108.0
CC(C)CCNC(=O)c1cc2cc(S(=O)(=O)N3CCCCC3)ccc2n1C
    0.1, 109.0
S=c1[nH]n(-c2ccccc2)c(=S)s1
    0.1, 101.0
CCC(=O)Nc1ccccc1-c1nc2ccccc2n(C(C)C(=O)Nc2cccc(Cl)c2C)c1=O (stereo unspecified)
    1, 113.0
OCCNc1nc2ccc(Cl)cc2[nH]1
    0, 100.0
CC(=NC(=S)c1ccc(Cl)cc1)N(C)C
    0.1, 103.0
COc1ccccc1N1CCN(CC(O)COc2ccc3c(C)cc(=O)oc3c2)CC1 (stereo unspecified)
    0, 101.0
CN1/C(=C\C=N\Nc2ccccn2)C(C)(C)c2ccccc21
    0.3, 103.0
CC1=C(C(=O)Nc2ccc(Br)cc2F)C2C(=O)N(C)C=NC2O1 (stereo unspecified)
    -0.3, 100.0
CCNC(=S)Nc1ccc(OC)cc1
    -0.1, 102.0
CCOC(=O)C1CCN(C(=O)CCS(=O)(=O)Cc2ccccc2)CC1
    0.1, 102.0
O=C(CSCc1cc(=O)c2ccccc2[nH]1)Nc1cccc(C(F)(F)F)c1
    0.4, 108.0
COc1ccc(C)cc1Nc1c2c(nc3ccccc13)CCC2
    -0.4, 101.0
Brc1ccc(-c2nc3ccccn3c2Nc2ccc3c(c2)OCCO3)o1
    -1, 97.0
NS(=O)(=O)c1ccc(CCNC(=O)CCCn2c(SCC(=O)Nc3nccs3)nc3ccsc3c2=O)cc1
    1.7, 105.0
CN1C(=O)/C(=C2/SC(=S)N(c3cccc(O)c3)C2=O)c2ccccc21
    -0.2, 100.0

Look-ups from above:
For PV pol inh, CC1=C(C(=O)Nc2ccc(Br)cc2F)C2C(=O)N(C)C=NC2O1 (stereo unspecified) has 100.0
For PV pol inh FP z-score, Cc1cc2nc(-c3cccc(NC(=O)c4cccc5ccccc45)c3)oc2cc1C has 0.4
For PV pol inh, COc1ccc(C)cc1Nc1c2c(nc3ccccc13)CCC2 has 101.0
For PV pol inh FP z-score, CCOC(=O)C1CCN(C(=O)CCS(=O)(=O)Cc2ccccc2)CC1 has 0.1
For PV pol inh FP z-score, S=c1[nH]n(-c2ccccc2)c(=S)s1 has 0.1

One compound at a time, as listed above. Order of screens: PV pol inh FP z-score | PV pol inh
Shown for O=C(CN1CCc2ccccc21)NCc1ccc2c(c1)OCO2 : 0.5 | 105.0
Shown for CCOc1cc(Cl)c(S(=O)(=O)n2ccnc2CC)cc1Cl : 0 | 102.0
Shown for NS(=O)(=O)c1ccc(CCNC(=O)CCCn2c(SCC(=O)Nc3nccs3)nc3ccsc3c2=O)cc1 : 1.7 | 105.0
Shown for CCN(c1ccccc1C)S(=O)(=O)c1ccc(C)cc1 : -0.4 | 101.0
Shown for OCCNc1nc2ccc(Cl)cc2[nH]1 : 0 | 100.0

Next results
Values run as follows: PV pol inh FP z-score, PV pol inh
CC(C)CCOc1ccccc1Cn1c(=O)sc2ccccc21
    0.2, 106.0
Cc1ccc(C)c(C(=O)NC(C)CN)c1 (stereo unspecified)
    1.9, 106.0
COc1cc(C(=O)Nc2ccccc2C(=O)N2CCN(C)CC2)cc(OC)c1OC
    0.9, 104.0
Oc1[nH]c2ccccc2c1C=NCCN1CCOCC1
    -0.1, 100.0
COC(=O)c1cc2nc(-c3ccc(F)cc3)cc(C(F)(F)F)n2n1
    -2.5*, 87.0*
Nc1nsnc1C(=O)NCCO
    -0.2, 101.0
COc1ccccc1OCCn1c(-c2ccc(Cl)cc2)nc2ccccc2c1=O
    -0.9, 102.0
CCc1ccccc1N(C)C(=O)C1CCCN(c2ncnc3onc(-c4ccc(F)cc4)c23)C1 (stereo unspecified)
    0.5, 111.0
COc1ccc(NS(=O)(=O)c2ccc3c(c2)CCN3C(=O)CCC(=O)O)cc1Cl
    -0.9, 104.0
CC(C)N(C(=O)Cn1ncc2c(=O)oc3ccccc3c21)C1CCCCC1
    -0.1, 101.0
Clc1cccc(Cc2nnc(-c3ccccc3)o2)c1
    1.6, 106.0
COc1ccc(NC(=O)OC(C)C)cc1
    0.1, 102.0
Cc1cccc2nc(-c3ccc(Cl)s3)c(Nc3ccc4c(c3)OCCO4)n12
    0.8, 111.0
O=C(O)c1ccccc1N(Cc1ccc(Br)cc1)C(=O)c1ccco1
    0, 100.0
CCOCCc1nnc(NC(=O)C(=O)c2cc(C)n(-c3ccc(Cl)cc3)c2C)s1
    0.5, 115.0
CCc1ccc(C(=O)c2cn(CC(=O)Nc3ccc(C)c(C)c3)c3ccccc3c2=O)cc1
    0, 107.0
CN1C(=O)C(=Cc2ccc(-c3cccc(C(=O)O)c3)o2)C(=O)N(C)C1=S
    0.7, 104.0
CCCN1CCN(CC2=C(C(=O)OCC)C(c3cccc(OC)c3OC)NC(=O)N2)CC1 (stereo unspecified)
    0.7, 110.0
Cc1cc(/C=N/NC(=O)c2cccnc2)c(C)n1CC(C)C
    -0.3, 100.0
COc1ccc(NC(=S)N2CCC(N(C)CCN3CCOCC3)CC2)cc1Cl
    -0.3, 100.0
O=C1CCCN1CCCn1c(-c2ccco2)csc1=Nc1ccc(F)cc1
    0.3, 104.0
CP(=O)(O)C(c1ccccc1)C(F)(F)C(F)(F)C(F)(F)F (stereo unspecified)
    0.4, 103.0
CCN(CC)S(=O)(=O)c1ccc2c(c1)nc(CCC(=O)Nc1ccc(C(C)C)cc1)n2CC
    0.7, 105.0
C/C(N)=C(/C#N)C(=O)CSc1n[nH]c(N)n1
    0.2, 103.0
COc1ccc(CNC(=O)C2=C(C)C(=O)OC23CCCCC3)cc1OC
    -0.2, 105.0
COc1ccc(/C=C/C(=O)N2CC(=O)Nc3ccccc32)cc1S(=O)(=O)N1CCOCC1
    -0.1, 102.0
S=c1ccc(-c2ccc(Cl)cc2)nn1-c1ccccc1
    0, 101.0
CC(C)C(=O)NCc1nc(-c2ccccc2)no1
    0.9, 104.0
O=C(CCNc1ccccc1C(=O)O)c1ccccc1
    0.6, 101.0
COc1ccc(NC(=O)C(C)NC(=O)c2ccccc2NC(=O)c2ccco2)cc1 (stereo unspecified)
    0.5, 107.0
Cc1cc(I)ccc1NC(=O)CC(C)C
    0.4, 102.0
COc1ccc(/C=C/C(=O)C(C(N)=O)=C2SCS2)cc1
    0.1, 104.0
